TNAP inh hiacc: human TNAP enzyme inhibitors, primary screen, biochemical, luminescent, high phosphate acceptor level, uHTS; Alkaline phosphatase, tissue-nonspecific isozyme (Homo sapiens), P05186; purified TNAP, CDP-star luminescence, 1 M DEA; inhibition, % at 20 µM; actives 0.03% (n = 200,000); AID 1135, 2008;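 active = over 50% inhibition of tissue-nonspecific alkaline phosphatase at 20 µM in the single-dose screen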;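 note: plate controls were DMSO wells for no effect and EDTA-quenched wells as full inhibition for full effect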
Target sequence (P05186 whole entry, looked up): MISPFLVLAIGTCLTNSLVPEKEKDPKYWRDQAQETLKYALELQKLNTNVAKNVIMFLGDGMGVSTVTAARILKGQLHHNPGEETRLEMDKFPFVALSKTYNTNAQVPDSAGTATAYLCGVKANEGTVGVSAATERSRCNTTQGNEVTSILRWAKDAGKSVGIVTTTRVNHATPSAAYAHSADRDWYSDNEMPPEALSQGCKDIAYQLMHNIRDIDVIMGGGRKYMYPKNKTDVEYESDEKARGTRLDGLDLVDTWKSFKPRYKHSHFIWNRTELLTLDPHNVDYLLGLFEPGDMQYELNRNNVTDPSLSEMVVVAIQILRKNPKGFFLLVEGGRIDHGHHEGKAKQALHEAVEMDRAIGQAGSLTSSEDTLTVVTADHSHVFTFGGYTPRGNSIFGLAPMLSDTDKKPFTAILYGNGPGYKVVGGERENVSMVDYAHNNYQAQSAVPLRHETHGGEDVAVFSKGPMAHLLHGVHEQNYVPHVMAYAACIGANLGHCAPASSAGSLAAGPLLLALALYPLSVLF
Diaphorase act: compounds boosting diaphorase resazurin reduction – biochemical, uHTS, resorufin fluorescence, counter-screen for diaphorase-coupled primary assays, primary screen. AID 1229, 2008. activation factor at 20 µM. actives 0.005% (n = 190,000). Diaphorase/resazurin coupled assay, 16 min; active compounds read high; 1 = vehicle wells, 0 = NADH-free wells;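 active = diaphorase activity raised at least twofold by the compound at 20 µM; inactive = activation factor below 2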
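Material: purified diaphorase enzyme from Clostridium kluyveri; Also added: 0.114 mM NADH and 0.1 mM resazurin, final amounts; Doses: single compound dose of 20 µM, 1% DMSO final; Times: 16 min enzyme reaction, ambient temperature; Detection: resorufin fluorescence, excitation 544 nm, emission 590 nm; Measure: increased resorufin signal from activators or reducing compounds.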
PMI act satM6P: human PMI activators, high substrate, primary screen, biochemical, fluorescence intensity, near-saturating mannose 6-phosphate | AID 1216, 2008 | actives 0.34% (n = 190,000) | Mannose-6-phosphate isomerase (Homo sapiens), P34949 | activation factor at 20 µM | coupled PMI enzyme assay, resazurin fluorescence, 20 min; active compounds read high; 1 = untreated enzyme, 0 = substrate-free blank;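 active = activation factor of 2 or more at 20 µM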
Target sequence (P34949 whole entry, looked up): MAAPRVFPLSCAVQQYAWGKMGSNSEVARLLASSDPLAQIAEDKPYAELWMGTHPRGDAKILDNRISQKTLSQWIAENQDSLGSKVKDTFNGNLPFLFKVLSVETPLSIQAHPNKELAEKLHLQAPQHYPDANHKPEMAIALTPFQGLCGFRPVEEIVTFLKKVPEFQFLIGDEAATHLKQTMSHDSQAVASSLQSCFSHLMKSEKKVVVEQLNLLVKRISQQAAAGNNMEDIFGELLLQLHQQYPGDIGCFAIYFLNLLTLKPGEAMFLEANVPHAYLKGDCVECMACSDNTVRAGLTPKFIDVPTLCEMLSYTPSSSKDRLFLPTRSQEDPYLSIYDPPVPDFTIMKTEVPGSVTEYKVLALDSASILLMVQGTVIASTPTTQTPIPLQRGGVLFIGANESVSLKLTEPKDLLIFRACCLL
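Test system: Human PMI in coupled enzyme assay | Input: 15 ng/mL PMI | Medium: HEPES-buffered pH 7.4 with magnesium and detergent | Compound: One concentration, 20 µM, in 1% DMSO | Incubation: Enzyme reaction with compound 20 min at room temperature | Detection: Diaphorase-driven resazurin-to-resorufin fluorescence, excitation 544, emission 590 nm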
bIAP inh: bovine intestinal alkaline phosphatase inhibitors, primary screen, selectivity assay for TNAP inhibitor project, biochemical, bovine IAP, CDP-star luminescence | alkaline phosphatase, intestinal [Bos taurus] | 190,000 tested, under 10 active | purified bovine IAP, 30 min | inhibition, % at 20 µM | AID 1019, 2008;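 active = over 50% inhibition of intestinal alkaline phosphatase at 20 µM in the single-dose screen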
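System: purified bovine intestinal alkaline phosphatase (IAP) enzyme; Input: IAP diluted 1/65,000,000 in the well; Measured by: CDP-star luminescence signal; Compound dosing: 20 µM single dose; Incubation: 30 min reaction at room temperature.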
TNAP act hiacc: TNAP activators at high phosphate acceptor level, primary screen, biochemical, luminescence, uHTS; Alkaline phosphatase, tissue-nonspecific isozyme (Homo sapiens), P05186; purified TNAP, CDP-star luminescence, 1 M DEA, 30 min; active compounds read high; 0 = EDTA background, 1 = DMSO-only activity; activation factor at 20 µM; 200,000 tested, under 10 active;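 active = activation factor at least 2 at 20 µM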
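Test system – human TNAP · Doses – 20 µM single point · Incubation – 30 min, room temperature · Signal – luminescent substrate turnover signal · Read-out basis – activation factor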
bIAP activator: bovine intestinal alkaline phosphatase activators, primary screen, biochemical, bovine IAP, CDP-star luminescence. actives 0.17% (n = 200,000). activation factor at 20 µM. alkaline phosphatase, intestinal [Bos taurus]. purified bovine IAP, 30 min; active compounds read high; fold of DMSO-control signal, blank-subtracted;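 active = activation factor of 2 or more at 20 µM, a signal rise over negative controls twice the positive control's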
L major viab: Leishmania major promastigote growth inhibition, primary screen | Leishmania major promastigotes, resazurin fluorescence viability | actives 9% (n = 200,000) | inhibition, % at 10 µM; in the data active = inhibition above about 50%;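 note: promastigotes grown with compound for 44 hours at 28 °C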
PMI act: activators of human PMI, primary screen, biochemical, fluorescence intensity, near-Km mannose 6-phosphate; Mannose-6-phosphate isomerase (Homo sapiens), P34949; purified human PMI, coupled resazurin fluorescence, 20 min; active compounds read high; 1 = vehicle control, 0 substrate-free wells; actives 0.005% (n = 190,000); AID 1214, 2008; activation factor at 20 µM;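 active = activation factor of 2 or more at 20 µM, relative to plate controls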
Diaph inh CS: diaphorase inhibitors and chemical oxidizers, primary screen, counter-screen for diaphorase-coupled primary assays, biochemical, uHTS, resorufin fluorescence; actives 0.69% (n = 190,000); inhibition, % at 20 µM; diaphorase resazurin-to-resorufin fluorescence, NADH, 16 min; bacterial (C. kluyveri) enzyme, not human;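 active = primary screen inhibition at 20 µM above a set limit, cut at about 50% in these data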;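 note: plate controls were DMSO with full reaction for no effect and wells lacking NADH for full effect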
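Assay system – diaphorase enzyme from Clostridium kluyveri · Amount – diaphorase 0.14 U/mL (working solution) · Times – reaction incubation of 16 min at room temperature · Controls – No-NADH positive control and DMSO neutral control · Signal – resorufin fluorescence 544/590 nm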
TNAP inh noacc: human TNAP enzyme inhibitors, primary screen, biochemical, luminescent, no phosphate acceptor, uHTS; purified TNAP, CDP-star luminescence, 30 min; Alkaline phosphatase, tissue-nonspecific isozyme (Homo sapiens), P05186; actives 0.26% (n = 200,000); inhibition, % at 20 µM;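 active = tissue-nonspecific alkaline phosphatase inhibition above about 50% at 20 µM in the single-dose screen, limit read from the data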;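 note: 0% = DMSO negative control and 100% = EDTA positive control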
Starred values were filed as active, the others as inactive; . = no result given.

1: Cc1cc(C)c2nc(SCC#N)cc(C)c2c1
2: COc1ccc(Br)cc1/C=N/NC(=O)c1cccc(S(=O)(=O)N2CCOCC2)c1
3: c1ccc(-n2ncc3c2ncn2nc(-c4ccco4)nc32)cc1
4: COc1cccc(NC(=S)N(CCc2ccc(OC)c(OC)c2)Cc2ccccn2)c1
5: Cc1cc(=O)[nH]c(=S)n1-c1ccccc1
6: Cc1ccc(C(=O)Nc2cccc(Oc3ccccc3)c2)o1
Compound	1	2	3	4	5	6
bIAP inh	14	-23	5	-9	9	40
TNAP inh hiacc	-10	-2	0	0	0	-7
L major viab	-10	14	-2	9	-3	49
TNAP inh noacc	-15	-2	-5	-5	-8	-10
bIAP activator	0.9	1.2	1	1.1	0.9	0.6
PMI act	0.9	1.1	1.1	1	0.9	0.8
PMI act satM6P	0.9	1	0.8	1	0.9	0.9
Diaph inh CS	24	18	16	6	21	27
Diaphorase act	0.8	0.8	0.8	0.9	0.8	0.7
TNAP act hiacc	1.1	1	1	1	1	1.1

7: COC(=O)c1cccc(NC(=O)C(C)N2C(=O)c3ccccc3C2=O)c1 (configuration not stated)
8: Cc1csc(NC(=O)c2c(O)c3cccc4c3n(c2=O)CCC4)n1
9: CCc1nc(C)cn1S(=O)(=O)c1ccc(Cl)c(Cl)c1Cl
10: CSCCC(NS(=O)(=O)c1ccc2c(c1)oc(=O)n2C)C(=O)NC1CCCc2ccccc21 (configuration not stated)
11: CN(C1CCS(=O)(=O)C1)S(=O)(=O)c1ccccc1 (configuration not stated)
12: COc1ccc(NC(=O)C(CCS(C)(=O)=O)N2C(=O)c3ccccc3C2=O)cc1 (configuration not stated)
Compound	7	8	9	10	11	12
bIAP inh	-9	-3	4	6	-5	4
TNAP inh hiacc	2	-2	-2	-5	-5	-9
L major viab	3	.	97*	7	-6	-1
TNAP inh noacc	-5	-7	-5	-3	-9	-17
bIAP activator	1.1	1	1	0.9	1	1
PMI act	0.9	1	0.6	1	.	1
PMI act satM6P	0.9	1	0.9	1	.	1
Diaph inh CS	4	4	12	7	.	12
Diaphorase act	1	1	0.9	0.9	.	0.9
TNAP act hiacc	1	1	1	1	1.1	1.1

13: COc1ccc(C2c3c(ccc4ccccc34)Oc3ncn4nc(-c5ccco5)nc4c32)cc1OC (configuration not stated)
14: CCOC(=O)c1sc(NC(=O)c2cccc(S(=O)(=O)N(CC)CC)c2)cc1C
15: N#Cc1c(NC(=O)CSc2nc3c(c(C(F)(F)F)n2)CCc2ccccc2-3)sc2c1CCCC2
16: COc1cccc(CNS(=O)(=O)/C=C/c2ccc3c(c2)OCO3)c1
17: CCCC(c1nnnn1CCOC)N(Cc1cc2cc(C)c(C)cc2[nH]c1=O)CC1CCCO1 (configuration not stated)
18: O=[N+]([O-])c1cc(-c2cnc3ccccc3n2)ccc1Cl
Compound	13	14	15	16	17	18
bIAP inh	4	8	13	39	-11	8
TNAP inh hiacc	3	3	0	-3	3	0
L major viab	1	0	-4	-5	4	1
TNAP inh noacc	0	6	-13	-14	-3	-2
bIAP activator	1	0.9	0.9	0.6	1.1	0.9
PMI act	0.8	1	0.9	0.9	1.1	0.9
PMI act satM6P	1	1	0.9	0.9	1.6	0.9
Diaph inh CS	9	21	8	8	16	-1
Diaphorase act	0.9	0.8	0.9	0.9	0.8	1
TNAP act hiacc	1	1	1	1	1	1

19: O=C(c1ccco1)N1CCN(C(c2cccs2)c2nnnn2C2CCCCC2)CC1 (configuration not stated)
20: Cc1ccc2cc(CN(CC3CCCO3)C(=S)NCc3ccco3)c(=O)[nH]c2c1 (configuration not stated)
21: Cc1ccccc1NC(=O)Cn1c(NCC(C)O)nc2ccccc21 (configuration not stated)
22: CCOC(=O)C1=C(CSc2nc(-c3ccccc3)ccc2C#N)OC(N)=C(C#N)C1c1cccnc1 (configuration not stated)
23: CCOC(=O)C1CCCN(S(=O)(=O)c2ccc(NC(C)=O)cc2)C1 (configuration not stated)
24: Cc1cccc(Cn2c(C(=O)OC(C)C)cc3c2ccn3C)c1
Compound	19	20	21	22	23	24
bIAP inh	-6	-3	-6	2	4	9
TNAP inh hiacc	-7	5	-3	-6	-6	0
L major viab	60*	26	-5	-3	5	14
TNAP inh noacc	-12	-1	-9	-9	-8	-7
bIAP activator	1.1	1	1.1	1	1	0.9
PMI act	1	0.5	1	0.9	1	0.8
PMI act satM6P	1	0.7	1	1	1	0.8
Diaph inh CS	4	32	5	13	8	28
Diaphorase act	1	0.7	0.9	0.9	0.9	0.7
TNAP act hiacc	1.1	0.9	1	1.1	1.1	1

25: CCN(C(=O)CSc1nnnn1C)c1c(N)n(Cc2ccccc2)c(=O)[nH]c1=O
26: O=c1[nH]c(Nc2ccccc2)cc2ccccc12
27: COc1ccc(-c2ccc(SCC(=O)N3c4ccccc4CC3C)nn2)cc1OC (configuration not stated)
28: COC(=O)c1c(NC(=S)Nc2cc(OC)c(Cl)cc2OC)sc2c1CCCCC2
29: CCCc1ccccc1OCCNC(C)=O
30: CCOC(=O)C1CCN(C(=O)CN(c2ccc3c(c2)OCO3)S(C)(=O)=O)CC1
Compound	25	26	27	28	29	30
bIAP inh	-2	4	2	-16	-1	3
TNAP inh hiacc	-2	-1	1	-5	2	1
L major viab	-4	30	45	-1	-10	-8
TNAP inh noacc	-8	-4	8	-7	-6	3
bIAP activator	1	1	1	1.2	1	1
PMI act	1	0.9	0.8	0.7	0.8	0.9
PMI act satM6P	1.1	0.5	0.8	0.7	0.9	1
Diaph inh CS	4	10	23	17	13	12
Diaphorase act	1	0.9	0.8	0.8	0.9	0.9
TNAP act hiacc	1	1	1	1.1	1	1

31: C[C@]12CCC(=O)C=C1CC[C@@H]1[C@@H]2[C@@H](O)C[C@@]2(C)[C@H]1CC[C@]2(O)C(=O)CO
32: O=C(NCCc1ccncc1)Nc1cccc(Cl)c1
33: O=C1CCCC2=C1C(c1ccc(O)c(Br)c1)C1=C(CCCC1=O)N2c1ccccc1
34: N#Cc1ccc(NC(=O)CNc2cc(S(=O)(=O)N3CCOCC3)ccc2NCC2CCCO2)cc1 (configuration not stated)
35: CC1(C)CC(=O)C(C2=NC(C)(C)Cc3ccccc32)=C(O)C1
36: Cc1ccc(-n2cc(CNCCN3CCOC3=O)c(-c3ccc(F)cc3)n2)cc1
Compound	31	32	33	34	35	36
bIAP inh	12	22	5	-4	6	4
TNAP inh hiacc	-5	-6	-4	-3	-9	-7
L major viab	-7	-3	44	9	-6	19
TNAP inh noacc	-14	-11	-9	-8	-14	-2
bIAP activator	0.9	0.8	1	1	0.9	1
PMI act	1.2	1	1	1.3	1	0.8
PMI act satM6P	1.1	1	0.9	1.1	1.1	0.9
Diaph inh CS	3	9	19	14	7	6
Diaphorase act	1	0.9	0.8	0.9	0.9	0.9
TNAP act hiacc	1	1.1	1	1	1.1	1.1

37: O=C(CCl)NN=C(c1ccccc1)c1ccccc1
38: OC[C@H]1O[C@@H](n2cnc3c(NC4CCCC4)ncnc32)[C@H](O)[C@@H]1O
39: CCNC(=O)NC1(C(=O)Nc2ccc3c(c2)CCC3)CCCCC1
40: COc1ccc(C2=NOC(C(=O)Nc3ccc4c(c3)OCO4)C2)cc1OC (configuration not stated)
41: CC(=O)Nc1ccc(NC(=S)NC(=O)/C=C/c2ccc(Cl)cc2)cc1
42: O=C(COc1ccc2ccccc2c1)Nc1ccc2c3c(cccc13)CC2
Compound	37	38	39	40	41	42
bIAP inh	7	-20	-3	-4	21	-14
TNAP inh hiacc	-8	0	0	-4	-5	0
L major viab	100*	-6	-1	7	5	43
TNAP inh noacc	-8	-12	-10	-16	-8	16
bIAP activator	0.9	1.2	1	1	0.8	1.1
PMI act	1.5	1.1	1	1	1.1	1
PMI act satM6P	1.3	1.1	1	0.7	1.1	1
Diaph inh CS	16	2	-1	21	4	11
Diaphorase act	0.8	1	1	0.8	1	0.9
TNAP act hiacc	1.1	1	1	1	1.1	1

From entry 13 to 19, copied from above:
13: COc1ccc(C2c3c(ccc4ccccc34)Oc3ncn4nc(-c5ccco5)nc4c32)cc1OC (configuration not stated)
14: CCOC(=O)c1sc(NC(=O)c2cccc(S(=O)(=O)N(CC)CC)c2)cc1C
15: N#Cc1c(NC(=O)CSc2nc3c(c(C(F)(F)F)n2)CCc2ccccc2-3)sc2c1CCCC2
16: COc1cccc(CNS(=O)(=O)/C=C/c2ccc3c(c2)OCO3)c1
17: CCCC(c1nnnn1CCOC)N(Cc1cc2cc(C)c(C)cc2[nH]c1=O)CC1CCCO1 (configuration not stated)
18: O=[N+]([O-])c1cc(-c2cnc3ccccc3n2)ccc1Cl
19: O=C(c1ccco1)N1CCN(C(c2cccs2)c2nnnn2C2CCCCC2)CC1 (configuration not stated)
Compound	13	14	15	16	17	18	19
bIAP inh	4	8	13	39	-11	8	-6
TNAP inh hiacc	3	3	0	-3	3	0	-7
L major viab	1	0	-4	-5	4	1	60*
TNAP inh noacc	0	6	-13	-14	-3	-2	-12
bIAP activator	1	0.9	0.9	0.6	1.1	0.9	1.1
PMI act	0.8	1	0.9	0.9	1.1	0.9	1
PMI act satM6P	1	1	0.9	0.9	1.6	0.9	1
Diaph inh CS	9	21	8	8	16	-1	4
Diaphorase act	0.9	0.8	0.9	0.9	0.8	1	1
TNAP act hiacc	1	1	1	1	1	1	1.1

The list continues:
43: Fc1ccccc1CSc1nc2ncccc2[nH]1
44: Cc1noc(NS(=O)(=O)c2ccc(NC(=O)CCC3CCCCC3)cc2)c1C
45: COC(=O)c1ccc(/C=N/OCC(=O)Nc2cc(F)ccc2F)cc1
46: CNC(=O)CS(=O)(=O)CC(=O)Nc1cc(OC(C)C)c(Cl)cc1Cl
Compound	43	44	45	46
bIAP inh	-21	8	-5	-36
TNAP inh hiacc	-1	-1	-4	-5
L major viab	9	-8	7	1
TNAP inh noacc	6	-10	-3	-7
bIAP activator	1.2	0.9	1	1.4
PMI act	0.9	1	1.1	0.9
PMI act satM6P	0.9	1.1	1.1	0.9
Diaph inh CS	12	-5	-13	8
Diaphorase act	0.9	1	1.1	0.9
TNAP act hiacc	1	1	1	1

Screens from PubChem.
